ELG1 repair inh: blocks ELG1-dependent DNA repair in HEK293T cells. HEK293T ELG1-luciferase reporter, luminescence, 16 h; DNA damage induced by 5-fluorouridine. Potency, µM (doses to about 46.1 µM), without a hit: at the top dose activity change, negative = inhibition, most hits filed as inhibitors. hit rate 2.3% among 330,000. AID 504467; also: potency is read from the fitted curve at half-maximal effect; % is scaled to controls: 0 for no effect and ±100 for the full control effect; nearly all actives have a fitted effect of over 55% in size
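Step one: seed 2,000 cells per well. Step two: pin-transfer compound or DMSO alongside 5-fluorouridine. Step three: incubate 16 hr, 37 °C, 5% CO2. Step four: add ONE-Glo, wait 30 min, read luminescence.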
p53 reactivator: restores transcriptional activity of mutant p53; H1299 p53-A138V BP100-luciferase reporter, luminescence, 24 h; Potency, µM (doses to about 92.2 µM), for inactives: at the top dose activity change, positive = activation, hits mostly activators; hit rate 0.063% among 320,000; AID 504706; also: potency is read from the fitted curve at half-maximal effect; % of control where 0% means no effect; nearly all actives have a fitted effect of over 45% in size
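H1299 (p53-null), stable ts p53-A138V + BP100-Luc; 1000 cells/well, Opti-MEM/10% FBS; cpd 4 pt, 1:5; 24 h, 37 deg C, 5% CO2; detection reagent 10 min RT; luminescence.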
BRCA1 expr act: increases BRCA1 expression; MCF7-BRCA1-FFLuc reporter, luminescence, 48 h; response scale: scaled: vehicle 0%, 10 µM genistein 100%; hit rate 1.1% among 380,000; Potency, µM (titrated, usually from 46.1 µM), inactives show at the highest dose activation, usual class: activators; also: potency is read from the fitted curve at half-maximal effect; nearly all actives have a fitted effect of over 80% in size; some results filed as inactive show a strong effect at the top dose
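Quantitative HTS in MCF7 cells stably reporting BRCA1 expression via firefly luciferase. Compound treatment lasts 48 h at 37 °C in phenol-red free MEM. Activation is expressed relative to genistein at 10 microM and DMSO.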
VP16 counter: Gal4-VP16 reporter inhibition counter-screen | Drosophila S2 Gal4-VP16 UAS-luciferase, luminescence, 20 h | Potency, µM (top dose mostly 53.6 µM), without a hit: at the top dose activity, negative = inhibition, hits mostly inhibitors | hit rate 3.5% among 310,000 | AID 2546;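 also: Gal4-VP16 expression switched on by copper sulfate through the metallothionein promoter; potency is read from the fitted curve at half-maximal effect; % is scaled to controls: 0 for no effect and ±100 for the full control effect; nearly all actives have a fitted effect of over 50% in size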
TRPV1 ag: agonists of human vanilloid receptor 1 (TRPV1); activation, % at 8.33 µM; Q8NER1; TRPV1-expressing cells, Fluo-8 calcium influx, agonist mode; hit rate 0.19% among 320,000; in the data active = activation above about 80%; inconclusive = between about 30% and that limit; also: 0% is about no effect
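TRPV1-expressing cells were cultured overnight at 35.5C and loaded with Fluo-8 calcium dye for 40 to 90 min at room temperature. After a 10 s baseline, compound was added and calcium influx was read kinetically for 3 min (ex 480/em 520 nm).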
ELG1 genotox: inducers of genotoxicity in HEK293T ELG1-luciferase cells | AID 504466 | Potency, µM (highest dose often 46 µM), for inactives: at the highest dose activity change, positive = activation, actives largely listed as activators | hit rate 1.3% among 330,000 | HEK293T ELG1-luciferase reporter, luminescence, 16 h; also: potency is read from the fitted curve at half-maximal effect; % of control where 0% means no effect; nearly all actives have a fitted effect of over 60% in size
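HEK293T cells expressing luciferase-tagged ELG1 were treated with compound or DMSO for 16 hr at 37°C. Luciferase activity was then read after 30 min with ONE-Glo at room temperature; rising signal flags genetic stress.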
Rab9 promoter act: activates the Rab9 promoter; Huh7 Rab9 promoter-luciferase reporter, luminescence, 24 h; Potency, µM (doses to about 9.22 µM), for inactives: at the top dose activation, negative = inhibition, usual class: activators; hit rate 2.8% among 320,000; also: potency is read from the fitted curve at half-maximal effect; % of control where 0% means no effect; nearly all actives have a fitted effect of over 60% in size
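Cells were plated at 1500 per well in reduced-serum medium with 10% FBS and left 2 h. Compound in DMSO was then added for 24 h at 37 °C. Reporter signal was read by luminescence after 10 min with luciferase detection reagent.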
Tb PFK inh: blocks T. brucei phosphofructokinase; AID 485367; O15648; Potency, µM (highest dose often 57.5 µM), for the others: at the top dose activity, negative = inhibition, hits mostly inhibitors; hit rate 0.17% among 330,000; T. brucei PFK, ADP-Glo luminescence;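 also: potency is read from the fitted curve at half-maximal effect; 0% = uninhibited 1x PFK enzyme wells and -100% = no-enzyme wells; nearly all actives have a fitted effect of over 60% in size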
Target sequence (O15648 whole entry, looked up): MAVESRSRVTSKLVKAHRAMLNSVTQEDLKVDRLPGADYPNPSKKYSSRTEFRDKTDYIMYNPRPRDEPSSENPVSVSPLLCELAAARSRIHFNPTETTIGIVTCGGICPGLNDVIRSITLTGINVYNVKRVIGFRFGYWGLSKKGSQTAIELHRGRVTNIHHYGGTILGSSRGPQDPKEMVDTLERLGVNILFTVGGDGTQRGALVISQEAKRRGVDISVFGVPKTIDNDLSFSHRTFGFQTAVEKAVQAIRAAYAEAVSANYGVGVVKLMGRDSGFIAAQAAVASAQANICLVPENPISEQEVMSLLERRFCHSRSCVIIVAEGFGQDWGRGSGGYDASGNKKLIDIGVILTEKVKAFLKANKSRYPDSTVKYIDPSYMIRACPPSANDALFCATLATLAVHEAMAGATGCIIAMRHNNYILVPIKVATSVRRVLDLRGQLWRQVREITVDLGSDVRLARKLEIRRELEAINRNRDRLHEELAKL
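PFK 1.25 nM, F6P 0.5 mM, ATP 0.1 mM, 0.1 M TEA pH 8.0, 5 mM MgCl2, 0.01% Tween20, 0.1% BSA; 45 min RT. ADP-Glo readout. qHTS titration up to 57 uM; curves fitted, compounds curve-classed.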
FLuc counter: firefly luciferase modulation, counter-screen for miR-21 project | P08659 | purified FLuc, Km substrates, luminescence inhibition | Potency, µM (doses to about 57.5 µM), without a hit: top-dose activity change, negative = inhibition, actives largely listed as inhibitors | hit rate 6.9% among 360,000;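 also: potency is read from the fitted curve at half-maximal effect; plate controls were vehicle for no effect and reference inhibitor for full effect; nearly all actives have a fitted effect of over 55% in size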
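Purified P. pyralis luciferase (10nM final) with 10uM D-luciferin and 10uM ATP (Km levels) in 50mM Tris acetate pH 7.5, 10mM Mg acetate, 0.01% Tween-20, 0.05% BSA; qHTS 6-point titration, ~60 µM downward; luminescence read.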
RORgamma inh: ROR gamma (mouse) transcription inhibition. Drosophila S2 Gal4-RORgamma UAS-luciferase reporter, 20 h. Potency, µM (titrated, usually from 53.6 µM), without a hit: at the top dose activity change, negative = inhibition, hits mostly inhibitors. hit rate 5.4% among 310,000; also: potency is read from the fitted curve at half-maximal effect; % is scaled to controls: 0 for no effect and ±100 for the full control effect; nearly all actives have a fitted effect of over 60% in size
Target sequence (P51450 whole entry, looked up, the tested form may be a part): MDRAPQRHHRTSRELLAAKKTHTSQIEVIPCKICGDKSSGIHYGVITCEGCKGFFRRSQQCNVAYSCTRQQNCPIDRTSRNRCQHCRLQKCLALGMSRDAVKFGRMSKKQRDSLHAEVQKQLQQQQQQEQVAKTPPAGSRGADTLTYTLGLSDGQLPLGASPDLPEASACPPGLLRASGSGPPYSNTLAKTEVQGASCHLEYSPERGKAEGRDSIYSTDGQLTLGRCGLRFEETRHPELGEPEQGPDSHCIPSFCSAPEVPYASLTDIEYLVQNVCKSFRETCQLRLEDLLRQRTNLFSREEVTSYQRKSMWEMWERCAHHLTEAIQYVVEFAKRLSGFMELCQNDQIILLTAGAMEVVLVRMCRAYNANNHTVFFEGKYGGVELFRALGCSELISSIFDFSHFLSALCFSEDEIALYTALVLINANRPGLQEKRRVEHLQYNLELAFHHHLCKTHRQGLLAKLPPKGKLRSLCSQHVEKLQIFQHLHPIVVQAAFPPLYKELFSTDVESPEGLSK
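Luminescence from a UAS-regulated Photinus luciferase reporter in stably transfected Drosophila Schneider cells is measured; decreased signal marks ROR gamma inhibition. Fusion expression is induced by 700 uM copper sulfate for 20 hr.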
NPC1 promoter act: NPC1 promoter activation; Huh7 NPC1 promoter luciferase reporter, 24 h; Potency, µM (titrated, usually from 9.22 µM), inactives show top-dose activation, most hits filed as activators; hit rate 2.4% among 320,000;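 also: potency is read from the fitted curve at half-maximal effect; % of control where 0% means no effect; nearly all actives have a fitted effect of over 60% in size; reporter is driven by a mutant NPC1 promoter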
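Luciferase expression driven by the NPC1 promoter was measured in stably transfected Huh7 cells after a 24 h compound incubation, using a luciferase reagent and a luminescence read.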
* = called active by the depositor; u = inconclusive; x = no result given; [ ] = another dose, or the depositor's remark. Unless noted, calls follow the shape of the dose curve; as a rule, active = well fitted curve in the direction sought with a large enough effect; inconclusive = small, poorly fitted or top-dose-only effect, or another doubt; inactive = no such curve, though single readings can be large; an effect the other way counts as inactive or inconclusive.

The opening 2 entries (preview)
Short keys: A = ELG1 repair inh; B = p53 reactivator; C = BRCA1 expr act; D = VP16 counter; E = TRPV1 ag; F = ELG1 genotox; G = Rab9 promoter act; H = Tb PFK inh; I = FLuc counter; J = RORgamma inh; K = NPC1 promoter act
Compound: CCCC(=O)n1nc(-c2ccc(OC)cc2)nc1N
  A = 15.3%; B = 4.4%; C = 29.8%; D = 14.9%; E = 0.8; F = -0.5%; G = -0.6%; H = -1.2%; I = -17.6%; J = 1.7%; K = 0.1%

Compound: O=C1CC(N2CCSCC2)C(=O)N1c1cccc(Cl)c1 (stereo not given)
  A = 6.9%; B = 1.7%; C = 11.6%; D = -7.5%[10 µM]; E = 0.1; F = 7.5%; G = -7.2%; H = -10.1%; I = 5.6%; J = 20.2%; K = -3.5%

This part in full, previewed entries included:
Short keys: A = ELG1 repair inh; B = p53 reactivator; C = BRCA1 expr act; D = VP16 counter; E = TRPV1 ag; F = ELG1 genotox; G = Rab9 promoter act; H = Tb PFK inh; I = FLuc counter; J = RORgamma inh; K = NPC1 promoter act
Compound: CCCC(=O)n1nc(-c2ccc(OC)cc2)nc1N
  A = 15.3%; B = 4.4%; C = 29.8%; D = 14.9%; E = 0.8; F = -0.5%; G = -0.6%; H = -1.2%; I = -17.6%; J = 1.7%; K = 0.1%

Compound: O=C1CC(N2CCSCC2)C(=O)N1c1cccc(Cl)c1 (stereo not given)
  A = 6.9%; B = 1.7%; C = 11.6%; D = -7.5%[10 µM]; E = 0.1; F = 7.5%; G = -7.2%; H = -10.1%; I = 5.6%; J = 20.2%; K = -3.5%

Compound: O=C(CSc1nc2ccc(Nc3nc(N4CCOCC4)nc(N4CCOCC4)n3)cc2s1)N1CCOCC1
  A = 2.59µM*; B = -12.4%; C = -37.6%; D = -19.4%; E = -3.4; F = -1.9%; G = -10.4%; H = -0.5%; I = 1.0%; J = -7.3%; K = -1.9%

Compound: O=C(/C=C/c1ccccc1Cl)NCCc1ccc(F)cc1
  A = 25.9%; B = 10.8%; C = 47.1%; D = -4.3%; E = 23.0; F = 4.7%; G = 1.3%; H = 5.4%; I = u; J = 29.8%; K = 1.5%

Compound: COc1ccc(C(=O)NCC(=O)N2CCN(c3ccccc3)CC2)cc1
  A = 9.0%; B = -0.1%; C = -16.3%; D = -3.5%; E = 0.7; F = 2.0%; G = -1.1%; H = -0.1%; I = -2.6%; J = u; K = 1.2%

Compound: CCCCOP(=O)(c1ccc(N(C)C)cc1)C(O)c1ccc(N(C)C)cc1 (stereo not given)
  A = -0.7%; B = 7.5%; C = -10.9%; D = 5.8%; E = 0.4; F = -2.6%; G = 2.6%; H = 2.1%; I = -2.0%; J = -0.7%; K = 0.1%

Compound: O=C(COC(=O)/C=C/c1ccccc1)NC(=O)NCc1ccccc1
  A = 1.1%; B = 8.8%; C = 4.0%; D = x; E = 3.8; F = 1.5%; G = 10.2%; H = -7.3%; I = 3.5%; J = x; K = -0.6%

Compound: COc1ccc(-n2c(C)nc3cc(C(=O)NCCN4CCOCC4)ccc32)cc1
  A = -12.5%; B = -3.5%; C = 3.2%; D = 6.0%; E = 0.9; F = -0.6%; G = 1.3%; H = 1.9%; I = 7.3%; J = 1.2%; K = -0.5%

Compound: COc1cc(NC(=S)NC(=O)c2ccc(C)cc2C)ccc1NC(=O)c1cccs1
  A = 1.9%; B = 2.9%; C = 12.3%; D = u; E = 3.8; F = 0.6%; G = 6.6%; H = 1.2%; I = 8.5%; J = u; K = -1.2%

Compound: CCn1c(C)nc2cc(C(=O)NNC(=O)CN(C)S(=O)(=O)c3ccc(NC(C)=O)cc3)ccc21
  A = u; B = 16.0%; C = 14.4%; D = x; E = x; F = 4.6%; G = x; H = 0.5%; I = x; J = x; K = x

Compound: CC(=O)c1cccc(S(=O)(=O)Nc2cccnc2)c1
  A = 0.8%; B = -2.1%; C = 6.9%; D = 9.9%; E = -0.5; F = 0.3%; G = -3.6%; H = 1.6%; I = -0.2%; J = -0.5%; K = -2.6%

Compound: CCc1ccccc1NC(=O)/C(=C/c1ccccc1)c1ccccc1
  A = -1.8%; B = -5.7%; C = -10.5%; D = -1.6%[0.365 µM]; E = 2.9; F = -6.0%; G = -2.9%; H = 4.5%; I = 4.0%; J = u; K = -3.1%

Compound: CC(C)(C)C(=O)NNC(=O)COc1ccc2ccccc2c1Br
  A = 3.7%; B = -3.1%; C = -0.9%; D = -5.9%; E = 5.8; F = -0.1%; G = -2.4%; H = 6.0%; I = -4.2%; J = 0.2%; K = -7.9%

Compound: C=CCn1c(SC)nnc1-c1ccc2ncccc2c1
  A = u; B = 4.3%; C = -14.7%; D = 22.5%; E = -0.8; F = 2.4%; G = u; H = 5.5%; I = -9.1%; J = u; K = -0.9%

Compound: COc1cccc(C(=O)NNC(=O)C2CC(C)=C(C)CC2C(=O)O)c1 (stereo not given)
  A = -3.6%; B = 4.3%; C = -6.0%; D = 8.5%; E = 0.0; F = 2.0%; G = -2.7%; H = 0.1%; I = 1.0%; J = 3.3%; K = 2.7%

The results go on.
Every second line gives: ELG1 repair inh	p53 reactivator	BRCA1 expr act	VP16 counter	TRPV1 ag	ELG1 genotox	Rab9 promoter act	Tb PFK inh	FLuc counter	RORgamma inh	NPC1 promoter act
O=C(Cc1c(O)c2ccccc2[nH]c1=O)NCc1cccc(F)c1
→ 8.0%	-3.8%	7.7%	-7.2%	-1.0	0.0%	-8.7%	0.2%	-0.1%	7.2%	-0.7%
CC(=O)Nc1cc(C(F)(F)F)ccc1Oc1cccc(Br)c1
→ 10.3%	-4.7%	-22.1%	12.6µM*	x	-4.5%	x	0.0%	-2.1%	u	-2.4%
CCOc1ccc(NS(=O)(=O)c2ccc(NS(C)(=O)=O)cc2)cc1
→ u	-3.3%	1.2%	-22.4%	-1.7	-9.1%	-1.7%	0.4%	2.8%	45.0%	-1.4%
O=C(COc1ccc(-n2cnnn2)cc1)Nc1ccccc1Cl
→ 16.9%	3.0%	-2.5%	-6.4%	1.0	9.5%	-8.2%	-5.9%	0.6%	-8.3%	-2.4%
COC(=O)C1CCN(S(=O)(=O)c2cn(C)c(=O)n(C)c2=O)CC1
→ 3.1%	5.4%	10.9%	5.7%	-3.4	-1.3%	0.4%	0.1%	4.9%	u	-2.4%
COc1ccccc1NC(=O)c1ccc2[nH]c(C)c(C)c2c1
→ u	17.0%	66.0%	-1.9%	10.7	u	2.82µM*	1.6%	12µM*	31.7%	u

In another format: entries from further up
Molecule,ELG1 repair inh,p53 reactivator,BRCA1 expr act,VP16 counter,TRPV1 ag,ELG1 genotox,Rab9 promoter act,Tb PFK inh,FLuc counter,RORgamma inh,NPC1 promoter act
CCn1c(C)nc2cc(C(=O)NNC(=O)CN(C)S(=O)(=O)c3ccc(NC(C)=O)cc3)ccc21,u,16.0%,14.4%,x,x,4.6%,x,0.5%,x,x,x
O=C(COc1ccc(-n2cnnn2)cc1)Nc1ccccc1Cl,16.9%,3.0%,-2.5%,-6.4%,1.0,9.5%,-8.2%,-5.9%,0.6%,-8.3%,-2.4%

Printed as active in Rab9 promoter act, of those listed so far:
smiles | p53 reactivator | BRCA1 expr act | TRPV1 ag | Rab9 promoter act | Tb PFK inh | RORgamma inh | NPC1 promoter act
COc1ccccc1NC(=O)c1ccc2[nH]c(C)c(C)c2c1 | 17.0% | 66.0% | 10.7 | 2.82µM* | 1.6% | 31.7% | u
